From PubChem
NR2E3 ag-1 – agonists of human nuclear receptor NR2E3; Q9Y5X4; GST-NR2E3/biotin-RetCOR TR-FRET, 1536-well; inhibition of corepressor binding, % at 4.78 µM; 320,000 tested, 0.12% active; AID 2300;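 active = percent inhibition above the cutoff of mean plus 3 SD of all tested compounds, set per screening campaign, cut at about 20% in these data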;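 also: 0% = DMSO wells and 100% = biotin wells as full block of FRET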
Target sequence (Q9Y5X4 whole entry, looked up): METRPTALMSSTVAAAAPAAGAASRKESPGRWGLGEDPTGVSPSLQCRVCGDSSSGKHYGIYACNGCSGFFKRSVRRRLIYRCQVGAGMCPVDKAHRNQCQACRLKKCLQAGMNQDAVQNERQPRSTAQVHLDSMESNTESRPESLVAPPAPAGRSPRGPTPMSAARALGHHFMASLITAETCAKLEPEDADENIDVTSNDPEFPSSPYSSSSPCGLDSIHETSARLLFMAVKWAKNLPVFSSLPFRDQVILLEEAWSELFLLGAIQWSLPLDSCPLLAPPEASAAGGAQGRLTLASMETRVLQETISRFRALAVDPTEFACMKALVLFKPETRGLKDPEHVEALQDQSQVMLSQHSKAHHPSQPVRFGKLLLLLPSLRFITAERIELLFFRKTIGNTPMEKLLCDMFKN
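Material – GST-tagged NR2E3 plus biotinylated RetCOR corepressor · Quantity – NR2E3 fusion 1.35 nM · Times – 5 h incubation at 4 °C · Medium – pH 7.5 Tris-based buffer · Technique – TR-FRET, Eu(K)-anti-GST donor, streptavidin-D2 acceptor, ex 340, em 617/671 nm · Benchmarks – high control biotin, low control 0.6% DMSO · Format – 1536-well plates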
HIF-2a block – inhibitors of HIF-2a | 786-0 RCC cells HIF-2a reporter, luciferase luminescence, overnight | inhibition, % at 18.8 µM | 360,000 tested, 0.72% active | AID 624352;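 active = inhibition of the luminescence signal of 40% or more relative to plate controls, in a single-dose primary screen at 18.75 µM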
Peg3 prom inh – inhibitors of Peg3 promoter | inhibition, % at 20 µM | AID 588405 | 360,000 tested, 1.7% active | HeLa PEG-Prom luciferase reporter, luminescence, overnight;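 active = inhibition of at least 50% at 20 µM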
aDG glyco up – alpha-DG glycosylation activation. AID 624168. activation, % at 10 µM. 360,000 tested, 0.22% active. Pro5-aDG cells, alpha-DG glycosylation AlphaScreen (IIH6); 0% Pro5, 100% B10-LARGE cell signal;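 active = activation of at least 8% versus controls, or a plate z-score of at least 8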;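 also: Pro5 are CHO cells carrying HIG-tagged alpha-DG that lacks glycosylation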
CaV13 FRET inh – Primary screen for inhibitors of IQ motif and Ca2+-dependent inactivation inhibitor domain binding in CACNA1D, Förster resonance energy transfer in living cells, …; HEK cells, CFP/YFP FRET ICDI-IQ, plate reader, 10 min; percent FRET-ratio fall versus neutral wells; inhibition, % at 12.3 µM; 340,000 tested, 0.098% active;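 active = mean replicate inhibition of at least 30% and at least 1% of replicates passing that level; inconclusive = only one of the two criteria is met; inactive = neither criterion is met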;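 also: 0% = median of the neutral control wells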
iPSC survival up – increases survival of single human iPS cells; hiPSC single-cell survival, ATPlite luminescence; 100% = ROCK inhibitor wells, 0% = DMSO; survival enhancement, % at 20 µM; 360,000 tested, 0.044% active; in the data active = survival enhancement above about 18%;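 also: cells exposed to compounds for 16 hours before the ATP read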
PDI turbidity – inhibitors of human protein disulfide isomerase | 350,000 tested, 0.052% active | P07237 | inhibition, % at 10 µM | PDI insulin aggregation turbidity, A650, 90 min | AID 588391;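 active = mean inhibition across replicates of 30% or more, whatever share of single replicates reach that level; inconclusive = mean inhibition below 30% while every single replicate reaches 30%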;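 also: absorbance from insulin aggregation driven by PDI reduction with DTT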
Target sequence (P07237 whole entry, looked up): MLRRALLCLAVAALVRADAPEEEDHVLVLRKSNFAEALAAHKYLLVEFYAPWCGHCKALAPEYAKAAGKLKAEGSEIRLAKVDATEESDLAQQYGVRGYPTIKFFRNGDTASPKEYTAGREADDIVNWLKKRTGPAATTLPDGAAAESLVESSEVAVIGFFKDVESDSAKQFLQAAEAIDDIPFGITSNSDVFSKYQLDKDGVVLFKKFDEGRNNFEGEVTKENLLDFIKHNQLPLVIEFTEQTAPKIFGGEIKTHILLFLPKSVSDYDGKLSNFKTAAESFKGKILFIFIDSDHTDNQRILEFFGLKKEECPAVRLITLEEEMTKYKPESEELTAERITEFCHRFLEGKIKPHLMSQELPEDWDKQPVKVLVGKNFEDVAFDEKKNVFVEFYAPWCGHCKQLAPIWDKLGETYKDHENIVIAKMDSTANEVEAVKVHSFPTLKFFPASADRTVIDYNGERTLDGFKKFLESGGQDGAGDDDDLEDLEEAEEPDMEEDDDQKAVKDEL
NR2E3 ag-2 – activates human NR2E3 receptor | Q9Y5X4 | CHO-S Gal4-NCOR/VP16-NR2E3 two-hybrid, luciferase | inhibition of corepressor binding, % at 3.98 µM | 360,000 tested, 0.35% active | AID 602229;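 active = inhibition above the mean of all tested compounds plus 3 SD, cut at about 70% in these data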;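 also: 0% = DMSO with NR2E3 transfected cells and 100% = cells lacking NR2E3 construct; higher means lower luciferase signal from less NR2E3 corepressor binding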
MITF TRPM1 inh – inhibitors of MITF-driven TRPM1 promoter in melanoma cells | inhibition, % at 12.5 µM | AID 488899 | SK-MEL-5 TRPM1 promoter luciferase, 24 h | 330,000 tested, 0.83% active;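 active = mean inhibition across replicates of 60% or more, whatever share of single replicates reaches that level; inconclusive = some that reach 60%, reason not given; inactive = mean inhibition across replicates below 60%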; also: values of inactives mirror those of a sister screen read the other way
Vif imaging – blocks HIV Vif function; HEK293T cells, Vif self-association by quenched fluorescence, imaging, 24 h; inhibition, % at 7.49 µM; 340,000 tested, 0.35% active; in the data active = inhibition above about 50%, passing the limit was not always enough; inconclusive = no clear call, values can overlap the other calls; inactive = below about 31%; also: some results filed as inactive read as strong as hits
Granule exo inh – lytic granule exocytosis inhibition | 360,000 tested, 0.66% active | TALL-104 LAMP-1 surface exposure, flow cytometry; cells stimulated with thapsigargin and PMA | inhibition, % at 10 µM;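 active = inhibition above about 55%, limit read from the data; inconclusive = no clear call, values can overlap the other calls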
* marks the source's active call; other numbers are inactive results; ? = inconclusive; · = not tested or not shown.

SMILES | NR2E3 ag-1 | HIF-2a block | Peg3 prom inh | aDG glyco up | CaV13 FRET inh | iPSC survival up | PDI turbidity | NR2E3 ag-2 | MITF TRPM1 inh | Vif imaging | Granule exo inh
COc1cc(/C=N/NC(=O)c2c(-c3c(Cl)cccc3Cl)noc2C)ccc1OCC(N)=O | · | 11 | -1 | 0.1 | -2 | -0.4 | -2 | -27 | -7 | · | -2
CCC(=O)Nc1cccc(NC(=O)c2ccccc2Br)c1 | 4 | 13 | 6 | -0.1 | -3 | -0.8 | -1 | -31 | 5 | 0 | -6
Cc1noc(C)c1C(=O)NCCCN1CCCC1=O | 5 | 0 | 11 | 0.3 | -4 | 7.7 | 0 | 4 | -4 | ? | -2
CCc1ccc(N=C2N=C(N)c3ccccc32)cc1 | -1 | -110 | -111 | 1.1 | -2 | -0.9 | -2 | -62 | -4 | 6 | -2
COc1cc(/C=N/n2c(=S)[nH]nc(C)c2=O)cc([N+](=O)[O-])c1O | 3 | 6 | 2 | -0.2 | 2 | 0.2 | -4 | 15 | 5 | -17 | 0
CCN(Cc1cc2cc(OC)ccc2[nH]c1=O)C(=O)c1ccncc1 | 8 | 10 | 7 | 0.2 | -5 | 0.7 | 0 | 4 | -2 | 7 | -1
NC(=O)c1cc(S(=O)(=O)N2CCCC2)ccc1OCc1ccc(F)cc1 | 6 | 24 | 14 | 0.0 | -7 | 0.4 | -3 | 5 | -15 | 12 | 37
N#Cc1c(Cl)nc2c(c1C#N)CCCC2 | -3 | 25 | 10 | 0.0 | 4 | 2.2 | -14 | -12 | -3 | 20 | -3
CC(C)(C)OC(=O)[C@H](Cc1ccccc1)NC(=O)c1nc[nH]c1C(=O)NCC(=O)OCc1ccccc1 | 3 | 14 | 22 | -0.2 | -1 | -2.1 | -1 | -19 | 6 | -4 | 3
CC(C)CN(C(=O)c1ccc(Br)o1)C1CCS(=O)(=O)C1 (stereo unspecified) | -1 | 12 | 16 | 0.0 | -2 | -0.3 | 1 | 6 | -8 | 8 | 1
CC(=O)N1CCC(N(CCN2CCOCC2)C(=S)Nc2ccccc2C)CC1 | 1 | 20 | 2 | 0.0 | -2 | -0.9 | -2 | 6 | -8 | -3 | 2
OC(c1cc(Cl)cc(Cl)c1)c1ncc(-c2cccc(F)c2)[nH]1 (stereo unspecified) | · | 7 | 25 | 0.4 | -9 | -0.8 | 2 | 13 | · | 5 | 6
N#C/C(C(N)=O)=C1/SC=C(c2ccccc2)N1c1ccccc1 | 0 | 7 | 5 | -0.1 | 0 | -0.5 | -4 | -23 | · | -1 | 1
O=C(c1ccccc1F)N1C(=O)c2cccc3cccc1c23 | -2 | 15 | 4 | 0.1 | -1 | -0.5 | 1 | -17 | 10 | 1 | 7
Cc1cc(NC(=O)CSc2ncn[nH]2)no1 | 2 | 7 | 11 | -0.1 | 8 | 1.1 | -7 | -24 | 18 | · | 0
Cc1ccc(C)c(NS(=O)(=O)c2ccc3oc(=O)ccc3c2)c1 | -3 | 8 | 4 | -0.1 | -4 | 2.4 | 3 | 1 | 10 | 4 | -9
N#CCSc1nc(-c2ccccc2)cs1 | 2 | -114 | -110 | 0.0 | -3 | -1.1 | -8 | -34 | -78 | 4 | -2
CS(=O)(=O)c1nc([N+](=O)[O-])nn1CCCc1ccccc1 | -1 | 18 | 60* | 0.4 | · | -0.8 | 5 | -9 | -1 | 0 | 12
C(=N\N(c1ccccc1)c1ccccc1)/c1ccc2c(c1)OCO2 | 3 | 19 | 2 | -0.3 | -4 | -0.4 | -3 | -11 | 7 | 8 | 0
COC(=O)N1C(=O)[C@](CC(C)C)(c2ccccc2)N1C(=O)OC | 1 | 25 | 37 | 0.1 | -8 | -2.0 | 4 | 25 | 56 | 2 | -2
Cc1c(NC(=O)C(C)Oc2cccc(F)c2)c(=O)n(-c2ccccc2)n1C (stereo unspecified) | · | 6 | 5 | 0.0 | -5 | -0.3 | 5 | 19 | 5 | 1 | 4
O=C(c1ccc(CS(=O)c2ccc(Br)cc2)o1)N1CCN(C2CCCCC2)CC1 (stereo unspecified) | · | 15 | 3 | -0.3 | -6 | 5.7 | 15 | 16 | · | 2 | 5
COc1ccc(OC)c2sc(N3CCN(C(=O)c4ccc5ncsc5c4)CC3)nc12 | -2 | -7 | 10 | -0.1 | -5 | 0.2 | 9 | 30 | 4 | 2 | -5
O=S(=O)(NCCCCNS(=O)(=O)c1c(F)cccc1F)c1ccc2c(c1)OCCO2 | 1 | -3 | -9 | -0.1 | -4 | 0.7 | 3 | -12 | 1 | 7 | -2
COc1ccc(OC)c2c(N3CCN(C)CC3)cc(C(F)(F)F)nc12 | 5 | 17 | 31 | 0.4 | · | -0.6 | -2 | -12 | 0 | · | -2
Cc1ccc(N2C(=O)N(CC(=O)Nc3ccccc3C)C(=O)C2C)cc1 (stereo unspecified) | · | -93 | -64 | -0.1 | -3 | 0.7 | 4 | -4 | -2 | -1 | -9
Cc1nn(CC(=O)NCc2ccccc2Cl)c(C)c1[N+](=O)[O-] | 1 | -9 | -5 | -0.1 | -11 | -1.0 | -8 | -9 | -11 | -6 | -2
O=C(C1CCCO1)N1CCN(S(=O)(=O)c2cc(C(F)(F)F)ccc2Cl)CC1 (stereo unspecified) | · | -4 | -12 | 0.4 | -5 | 1.0 | 1 | 16 | -1 | -1 | -9
Cc1c(NC(=O)c2cc(-c3ccc(Cl)c(Cl)c3)on2)c(=O)n(-c2ccccc2)n1C | -3 | -16 | -6 | -0.1 | -2 | 0.1 | -12 | -27 | -6 | -15 | -2
COc1ccccc1N1CCN(C(=O)COc2ccc(S(=O)(=O)NC(C)C)cc2)CC1 | -1 | 17 | 5 | 0.6 | -2 | 0.7 | 2 | 6 | 0 | 8 | 3
Cc1cc(F)ccc1NCC(=O)Nc1ccc(Br)cc1C | -1 | -10 | -6 | -0.1 | -5 | -0.5 | 2 | 19 | -4 | 2 | 17
Cc1cccc(C(=O)Nc2scc(CC(C)C)c2C(=O)O)c1 | 3 | -61 | -16 | 0.0 | -5 | -0.6 | -6 | -30 | 3 | -2 | -2
CCOc1ccc(C2C(C(=O)NC)=C(C)Nc3nc4ccccc4n32)cc1OC (stereo unspecified) | 2 | 10 | -4 | -0.1 | -6 | 6.7 | 3 | -4 | 7 | 21 | 0
O=C(Cc1cccc(NC(=O)C2CCCN(C(=O)C3CC3)C2)c1)Nc1cccc(C(=O)N2CCCCC2)c1 (stereo unspecified) | · | -6 | 0 | -0.1 | -6 | -1.1 | 5 | -1 | 3 | -14 | 2
O=C(CSc1nc(=O)n2cc(Cl)ccc2n1)Nc1ccc2c(c1)OCO2 | 1 | -9 | -21 | 0.2 | -5 | 0.4 | -4 | -15 | -2 | 8 | 2
CC(SCc1ccccc1)C(=O)Nc1ccc(F)cc1 (stereo unspecified) | -1 | -42 | -24 | 0.0 | -3 | 1.6 | -3 | -7 | -2 | -7 | -1
O=C(/C=C/c1ccc(Cl)cc1)c1cccnc1 | 3 | 32 | 44 | 0.4 | -1 | -5.6 | -2 | -11 | 3 | -3 | 3
C[N+]1(CC2COC3(CCCCC3)O2)CCCCC1 (stereo unspecified) | -4 | 23 | 10 | -0.1 | -3 | -0.3 | -2 | -4 | -2 | 8 | -9
Cc1ccc(NC(=S)N2CCN(Cc3ccccc3)CC2)c(C)c1 | 0 | -4 | -4 | -0.3 | -6 | -1.7 | -13 | 21 | 1 | 9 | -6
O=C(CCN1CCOCC1)Nc1cc(C(=O)Nc2ccc(Cl)cc2)ccc1N1CC2CC(C1)c1cccc(=O)n1C2 (stereo unspecified) | -2 | 15 | 10 | -0.4 | -7 | -0.5 | 0 | -23 | 2 | 13 | -6

One compound at a time, as listed above. Values in the order: NR2E3 ag-1	HIF-2a block	Peg3 prom inh	aDG glyco up	CaV13 FRET inh	iPSC survival up	PDI turbidity	NR2E3 ag-2	MITF TRPM1 inh	Vif imaging	Granule exo inh
`CS(=O)(=O)c1nc([N+](=O)[O-])nn1CCCc1ccccc1` is listed as -1	18	60*	0.4	·	-0.8	5	-9	-1	0	12
`C(=N\N(c1ccccc1)c1ccccc1)/c1ccc2c(c1)OCO2` is listed as 3	19	2	-0.3	-4	-0.4	-3	-11	7	8	0
`Cc1cccc(C(=O)Nc2scc(CC(C)C)c2C(=O)O)c1` is listed as 3	-61	-16	0.0	-5	-0.6	-6	-30	3	-2	-2
`CCN(Cc1cc2cc(OC)ccc2[nH]c1=O)C(=O)c1ccncc1` is listed as 8	10	7	0.2	-5	0.7	0	4	-2	7	-1
`COc1ccc(OC)c2c(N3CCN(C)CC3)cc(C(F)(F)F)nc12` is listed as 5	17	31	0.4	·	-0.6	-2	-12	0	·	-2

(continued)
SMILES | NR2E3 ag-1 | HIF-2a block | Peg3 prom inh | aDG glyco up | CaV13 FRET inh | iPSC survival up | PDI turbidity | NR2E3 ag-2 | MITF TRPM1 inh | Vif imaging | Granule exo inh
Cc1nn(CC(=O)NCC2CCCO2)c(=O)c2cc3ccccc3n12 (stereo unspecified) | -1 | 6 | -6 | -0.1 | -7 | -0.4 | -7 | -10 | 5 | -5 | -1
CCCCC(=O)Nc1nnc(S(=O)(=O)N2CCCCCC2)s1 | 1 | 7 | 4 | -0.2 | -3 | -0.4 | -7 | -32 | -6 | -1 | 0
CCCn1c(/N=C/c2c[nH]c3ccccc23)nc2ccccc21 | -1 | -50 | -16 | -0.2 | -8 | -0.2 | -5 | -18 | 3 | 1 | 0
C=CCC(C(=O)OC)(C(=O)OC)c1ccc([N+](=O)[O-])cn1 | -2 | 6 | 1 | 0.0 | -3 | 2.4 | 1 | -15 | 11 | 0 | -1
Cc1cccc(-c2cc3c(nn2)-c2ccccc2C3=O)c1 | 3 | -172 | -125 | 3.0 | -4 | -1.3 | 17 | -121 | -21 | -7 | 1
COc1cc(NC(=O)/C=C/c2ccccc2)c(C(=O)O)cc1OC | 2 | -30 | -17 | -0.1 | 3 | -0.7 | 14 | 6 | -7 | 7 | 0
Cc1c(C(=O)O)sc2[nH]c(=O)n(Cc3ccccc3)c(=O)c12 | 11 | 6 | 7 | -0.1 | -19 | 1.2 | -1 | 7 | 1 | -6 | 3
CCSc1nc(N)c2c3c(sc2n1)CCC3 | -2 | -152 | -180 | 0.0 | -5 | 0.5 | 4 | -72 | -62 | 2 | -1
CCOC(=O)C1CCCN(C(=O)c2cc(C)oc2C)CC1 (stereo unspecified) | · | 12 | -6 | 0.2 | -6 | -2.8 | -27 | -7 | · | 14 | -6
